# Source: PubChem
# Giardia killer: kills Giardia lamblia; Giardia lamblia trophozoite viability; activity change, % at 7.66 µM, hits read low; 340,000 tested, 0.15% active; in the data active = activity change below about -80%; inconclusive = between about -30% and that limit;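 also: parasites exposed to compound for two days anaerobically before the ATP read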
#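 Trophozoite viability was measured as ATP-dependent luminescence, read 15-30 min after reagent addition. Before that, parasites at 100 cells/well were exposed to compounds for 48 h, anaerobically, at 37 deg C.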
# KCNH2 3.1 block: KCNH2 3.1 (human) potassium channel inhibition. U2OS KCNH2 3.1, thallium flux FluxOr; active compounds read low. activity change, % (tested at about 1.8 µM). 340,000 tested, 0.95% active;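 active = maximum activity change below -70%; inconclusive = maximum activity change from -70% to -50%; inactive = maximum activity change above -50%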;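 also: thallium influx rate constant from kinetic fluorescence after stimulation buffer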
#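 Virally transduced U2OS (3.1 isoform, 4 h infection in dark at RT) → overnight 37 C → FluxOr + Red40 in HBSS/HEPES, 45 min → stimulation buffer, 2 min kinetic read → rate constant vs DMSO controls.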
# KCNH2 WT inh: blocks the wildtype human KCNH2 potassium channel | Q12809 | activity change, % at 1.84 µM | 340,000 tested, 0.37% active | U2OS, BacMam KCNH2, thallium flux FluxOr; active compounds read low;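 active = maximum activity change below -70%; inconclusive = maximum activity change between -70% and -50%; inactive = maximum activity change above -50%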
# Target sequence (Q12809 whole entry, looked up): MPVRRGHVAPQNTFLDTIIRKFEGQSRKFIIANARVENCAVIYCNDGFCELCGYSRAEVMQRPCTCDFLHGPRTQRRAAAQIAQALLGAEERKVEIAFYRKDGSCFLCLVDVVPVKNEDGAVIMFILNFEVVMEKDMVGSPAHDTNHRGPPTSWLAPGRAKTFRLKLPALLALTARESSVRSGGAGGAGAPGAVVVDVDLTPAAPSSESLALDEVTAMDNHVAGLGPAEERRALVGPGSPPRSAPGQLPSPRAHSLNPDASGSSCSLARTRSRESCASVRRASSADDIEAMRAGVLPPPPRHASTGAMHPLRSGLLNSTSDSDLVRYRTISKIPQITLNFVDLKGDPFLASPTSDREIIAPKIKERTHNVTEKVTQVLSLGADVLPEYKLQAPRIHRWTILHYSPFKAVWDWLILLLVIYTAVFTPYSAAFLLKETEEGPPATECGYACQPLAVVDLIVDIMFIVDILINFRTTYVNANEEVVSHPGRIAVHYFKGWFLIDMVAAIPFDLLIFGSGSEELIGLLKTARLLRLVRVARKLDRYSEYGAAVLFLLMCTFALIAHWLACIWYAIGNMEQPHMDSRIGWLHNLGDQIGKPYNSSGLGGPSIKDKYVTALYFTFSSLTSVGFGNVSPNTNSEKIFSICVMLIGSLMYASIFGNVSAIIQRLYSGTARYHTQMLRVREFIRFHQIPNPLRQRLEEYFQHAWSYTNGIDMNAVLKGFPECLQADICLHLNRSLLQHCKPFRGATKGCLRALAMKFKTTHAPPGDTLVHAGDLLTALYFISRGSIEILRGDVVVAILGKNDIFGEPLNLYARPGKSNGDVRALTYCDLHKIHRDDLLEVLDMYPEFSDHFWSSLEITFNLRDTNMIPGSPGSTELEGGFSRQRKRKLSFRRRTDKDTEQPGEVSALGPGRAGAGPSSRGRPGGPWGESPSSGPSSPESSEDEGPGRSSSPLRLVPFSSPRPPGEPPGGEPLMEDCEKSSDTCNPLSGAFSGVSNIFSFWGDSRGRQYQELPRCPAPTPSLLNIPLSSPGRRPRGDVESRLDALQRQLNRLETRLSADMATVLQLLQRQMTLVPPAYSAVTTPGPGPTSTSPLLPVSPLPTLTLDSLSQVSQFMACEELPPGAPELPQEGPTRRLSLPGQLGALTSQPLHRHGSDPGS
#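 U2OS cells transduced with wild-type KCNH2 virus are loaded with FluxOr dye for 45 min, and thallium flux is measured in kinetic reads before and after stimulation buffer. Rate constants are normalized to DMSO controls.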
# Active calls of the source: *; ? = inconclusive; [ ] = dose if it differs, or a comment. % is scaled to controls: 0 for no effect and ±100 for the full control effect.
SMILES,Giardia killer,KCNH2 3.1 block,KCNH2 WT inh
CN1C[C@@H]2[C@@H]3C(=O)N(Cc4ccccc4)C(=O)[C@@H]3[C@](Cc3ccccc3)(C1=O)N2C(=O)c1ccc(C(C)(C)C)cc1,10,-16,9
COc1ccc2c(c1)[C@H]1[C@H](CO2)[C@H](c2ccccc2)[C@@]2(C)C(=O)N[C@H](C)C(=O)N12,-3,9,-4
COc1ccc(CNc2cccnc2)c(OC)c1OC,-3,-1,4
Cc1ccsc1/C=N/NC(=O)Cc1ccc([N+](=O)[O-])cc1,-15,-6,5
Nc1nnnn1/N=C/c1ccccc1O,-4,4,-1
O=C(NCCCN1CCCC1=O)Nc1ccc(Cl)cc1,15,-11,-13
CCOc1ccc(S(=O)(=O)N2CCN(C3CC(=O)N(c4cccc(C(C)=O)c4)C3=O)CC2)cc1 (stereo not drawn),-9,5,1
COCOc1ccc(C=O)c(O)c1,6,-3,4
CC(C)CN(C(=O)Cn1c(C(F)(F)F)nc2ccccc21)c1c(N)n(Cc2ccccc2)c(=O)[nH]c1=O,5,4,10
COc1ccc(C2=NOC(C)(c3nnc(-c4ccccc4)o3)C2)cc1 (stereo not drawn),-5,1,5
NC(=S)NN=C1c2ccccc2-c2c(F)c(F)c(F)c(F)c21,-15,3,-1
CCOc1cc(C(=O)NC2CCCCCCC2)cc(OCC)c1OCC,-5,18,-5
Nc1c(N(CCO)C(=O)c2ccccc2OCc2ccccc2Cl)c(=O)[nH]c(=O)n1Cc1ccccc1,5,-6,0
CN1CCC(N(C)C(=O)/C(C#N)=C\c2ccc(OC(F)F)cc2)CC1,26,-17,9
CCOC(=O)c1cc(-c2nnc(-c3cc(OC)c(OC)c(OC)c3)o2)c(C)nc1C,6,1,0

# 3 compounds from above, arranged by SMILES length, rising.
SMILES,Giardia killer,KCNH2 3.1 block,KCNH2 WT inh
O=C(NCCCN1CCCC1=O)Nc1ccc(Cl)cc1,15,-11,-13
CCOC(=O)c1cc(-c2nnc(-c3cc(OC)c(OC)c(OC)c3)o2)c(C)nc1C,6,1,0
Nc1c(N(CCO)C(=O)c2ccccc2OCc2ccccc2Cl)c(=O)[nH]c(=O)n1Cc1ccccc1,5,-6,0

# Next section
SMILES,Giardia killer,KCNH2 3.1 block,KCNH2 WT inh
Cc1cc(C(F)(F)F)nn1CC(=O)N(C)C1CCCCC1,2,2,-2
COc1ccc(-n2cc([N+](=O)[O-])c(=O)c3ccc(Cl)cc32)cc1,-22,10,3
O=[N+]([O-])c1ccc(NN=Cc2ccc3c(c2)OCO3)nc1,-11,0,7
COc1cc(OC)c2c(c1)O/C(=C\c1ccccc1)C2=O,-7,5,-6
Cc1ccc(C(=O)N2[C@@H]3CN(C)C(=O)[C@@]2(Cc2ccccc2)[C@H]2C(=O)N(C)C(=O)[C@@H]32)cc1,9,-12,7
O=C1CC(c2ccccc2)=NO1,-3,15,1
O=C(NC1CCCCC1)c1ccc2c(c1)S(=O)(=O)c1ccccc1C2=O,-26,-2,-7
OC1COC(c2ccccc2)OC1C1OC(c2ccccc2)OCC1O (stereo not drawn),10,1,-1
CC(NS(C)(=O)=O)C(c1cccs1)N1CCN(c2ccccc2F)CC1 (stereo not drawn),-4,10,12
Cc1nn(C(=O)N2CCOCC2)c(C)c1CN1C(=O)c2ccccc2C1=O,-2,5,0
O=C(CCC(=O)N1CCN(S(=O)(=O)c2ccc(Cl)cc2)CC1)NCc1cccc(C(F)(F)F)c1,-4,-1,-4
CC(=O)Oc1ccc(OC(C)=O)c2c1C1C=CC2CC1,48[activator],4,-13
COc1c2c(c3c(c1OC)c(=O)c1ccccc1n3C)OCO2,-3,-2,15
Clc1cc(-c2ccccc2)nc(-c2ccccc2)n1,-3,2,4
CCN1C[C@@H]2[C@@H]3C(=O)N(C)C(=O)[C@@H]3[C@](CC)(C1=O)N2C(=O)c1ccc(C(F)(F)F)cc1,4,-6,0
CCOC(=O)c1c(NC(=O)CSc2nnc(-c3ccc(Cl)cc3)o2)sc2c1CCC2,8,-7,11
O=[N+]([O-])c1ccc2nc(NN=Cc3ccc(O)cc3)sc2c1,7,-5,-2
c1ccn(CCc2ccncc2)c1,-25,-12,-6
Cn1c(-c2ccc(C(=O)c3ccccc3)s2)nc2ccccc21,?,13,-14
O=c1o[nH]c(-c2ccccc2)c1-c1ccccc1,6,6,-8
COc1cc2c(c(OC)c1OC)C(=O)CO2,-4,-22,-7
CCOC(=O)C1=C(COC(=O)CNS(=O)(=O)c2ccc(NC(C)=O)cc2)NC(=O)NC1C (stereo not drawn),-4,20,-1
CC(C)(C)C(=O)N1CCC2CC1c1cc(Cl)ccc12 (stereo not drawn),7,2,1
O=[N+]([O-])c1ccc2c(c1)C(=NO)c1cc(F)ccc1-2,-3,15,9
COc1ccc(CNC(=O)c2ccc(S(=O)(=O)N3CC(C)CC(C)C3)cc2)cc1OC (stereo not drawn),-22,7,-21
Cc1ccc(C)c(S(=O)(=O)N2CCN(C(=O)CCC(=O)NCc3ccc(Cl)cc3Cl)CC2)c1,2,-11,4
O=C(CSCC(=O)NN=Cc1ccccc1O)NN=Cc1ccccc1O,6,15,-5
Cc1cnc(C(=O)N2CCN(S(=O)(=O)c3cc(C(F)(F)F)cc(C(F)(F)F)c3)CC2)cn1,-14,15,-6
COc1cccc(C=Nc2cc(C(C)C)c(O)cc2C)c1O,17,-22,-17
Cc1ccc(Cn2c(C(CO)Nc3nc(-c4ccc(Cl)c([N+](=O)[O-])c4)cs3)nc3ccccc32)cc1 (stereo not drawn),?,-14,3
COC1OC(CO)C(N(C)C(C)=O)C1O (stereo not drawn),0,3,7
CC(C)=CCc1c2c(c(O)c3c(=O)c4c(oc13)-c1cc(O)c(O)cc1OC4C=C(C)C)C=CC(C)(C)O2 (stereo not drawn),-16,-2,0
COC(=O)[C@@H](Cc1c[nH]c2ccccc12)NCc1cccc(B(O)O)c1,1,11,0
CCN1CCN(c2ccc(S(=O)(=O)N3CCOCC3)cc2NC(=O)c2ccc(OCC(C)C)cc2)CC1,0,-11,-1
Cc1ccc(NC(=O)c2ccccc2F)c(NC(=O)c2ccccc2F)c1,-16,-11,0
CCC(=O)c1ccc(OCC(=O)OC(C)C(=O)Nc2c(C)n(C)n(-c3ccccc3)c2=O)cc1 (stereo not drawn),0,1,14
O=C1C=C(NCCc2cc(Br)c(O)c(Br)c2)C(=O)c2ncccc21,-8,10,-33
COc1ccc([C@H]2/C=C\CN(S(=O)(=O)c3ccc(C)cc3)[C@@H](C)C(=O)N2Cc2ccc(F)cc2)cc1,-28,-9,-15
CC(C)n1c(=O)[nH]c(=O)n1C(C)C,10,-14,-9
Cc1ccc(NC(=O)COC(=O)Cn2c(C)csc2=O)cc1S(=O)(=O)N1CCOCC1,18,20,-6
COc1ccc(/C=C/c2c(-c3cccc(C)c3)oc3ccc(N4CCOCC4)cc23)cc1,-8,16,3
O=C(O)c1ccc[n+](Cc2ccc([N+](=O)[O-])cc2)c1,?,-18,-4
O=C1c2cccc(NCCCNCCO)c2C(=O)c2cccc(NCCCNCCO)c21,16,13,-13
O=C1NC(c2cccc(OCc3ccccc3)c2)Nc2ccccc21 (stereo not drawn),-16,-8,7
C=CCOC(=O)C1=C[C@H](c2ccc(Br)cc2)C[C@H](OCCCCO)O1,21,-16,1
Cc1ccc(NCCCn2cnc3c(OCc4ccccc4)ncnc32)cc1C,-12,-9,-9
O=C(NC1(C(=O)O)CCCC1)C(Cl)Cl,-15,0,2
O=C(Cc1ccc(S(=O)(=O)N2CCOCC2)s1)N1CCN(S(=O)(=O)c2ccccc2F)CC1,16,-17,4
F[B-](F)(F)COCc1ccccc1Br,1,-2,-3
COc1cccc(C(=O)NNC(=O)c2ccc3ccccc3c2)c1,3,-4,7
Cc1nn(Cc2ccccc2)c(C)c1NC(=O)CSc1nc2sc3c(c2c(=O)n1C)CCC3,-5,-13,-13
C/C(Nc1ccc(Cl)cc1)=C1/CCOC1=O,9,4,12
CCOC(=O)c1c(NC(=O)CSc2nnc(-c3ccncc3)n2Cc2ccco2)sc(C(C)=O)c1C,4,-10,21
C=C1CCN(c2ccc(C(=O)NCc3ccc(OC)cc3)cc2[N+](=O)[O-])CC1,11,-15,-5
CC1(C)COC(=S)N1CCC#N,-4,-44,3
O=C1CC(c2ccccc2)(c2ccccc2)c2ccccc21,12,-103*,-95*
Cc1ccc(NC(=O)c2ncn(CCCNCc3ccccc3)n2)cc1C,7,?,17
O=C(O)c1cc2ccccc2cn1,6,11,2
CC(O)C1CCC2C3CCC4CC(O)CCC4(C)C3C(=O)CC12C (stereo not drawn),-16,19,1
C=C1CCN([C@@H](Cc2ccccc2)C(=O)NCc2ccccc2)S(=O)(=O)c2ccccc21,23,-11,3
# (further entries)
SMILES,Giardia killer,KCNH2 3.1 block,KCNH2 WT inh
N#CC1C=Cc2c(ccc3ccccc23)N1C(=O)c1ccccc1 (stereo not drawn),?,-3,6
Cc1c(C(=O)NN2CCOCC2)cccc1[N+](=O)[O-],-3,2,0
CC(C)CN1CC(C)C(=O)NC1=S (stereo not drawn),-7,-1,0
Cc1cc(C)c(-c2c(O)c3cccnc3n(C)c2=O)c(C)c1,25,8,1
C=CCN1c2ccccc2[C@]23C[C@@H](C(=O)OC)N(C(=O)NC4CCCC4)C2=NC(C(=O)OC)=C(C(=O)OC)[C@H]13,16,-13,4
O=C(O)c1ccc(C=NN=Cc2ccco2)cc1,8,9,39
COC(=O)C(C(=O)OC)[C@@H]1C=C[C@H](C[N+](=O)[O-])N(C(C)=O)C1,3,3,10
Cc1cc(C)nc(SCCN2CCCCC2)n1,4,-8,-8
CCOc1ccc(OCC(=O)OCC(=O)N2CCN(S(=O)(=O)c3ccc(C)cc3C)CC2)cc1,10,-3,-2
COc1ccc(CCNc2nc(C)cc(=O)[nH]2)cc1OC,14,-3,18
O=S(Cc1ccccc1)Cc1ccccc1,10,-1,-8
COc1ccc(CNC(=O)c2ccc(N3CCC4(CC3)CC(c3ccc(Cl)cc3)=NO4)c(NC(=O)c3ccccc3)c2)cc1,-5,-26,-1
Nc1cccc2c(O)cccc12,3,-23,-5
Brc1ccc(COc2cccc3cccnc23)cc1,-5,3,19
CCOC(=O)CCN(C(=O)Nc1ccccc1)C1CCCCC1,7,8,-12

# Copied from above (18 entries):
SMILES,Giardia killer,KCNH2 3.1 block,KCNH2 WT inh
CC1(C)COC(=S)N1CCC#N,-4,-44,3
O=C1CC(c2ccccc2)(c2ccccc2)c2ccccc21,12,-103*,-95*
Cc1ccc(NC(=O)c2ncn(CCCNCc3ccccc3)n2)cc1C,7,?,17
O=C(O)c1cc2ccccc2cn1,6,11,2
CC(O)C1CCC2C3CCC4CC(O)CCC4(C)C3C(=O)CC12C (stereo not drawn),-16,19,1
C=C1CCN([C@@H](Cc2ccccc2)C(=O)NCc2ccccc2)S(=O)(=O)c2ccccc21,23,-11,3
N#CC1C=Cc2c(ccc3ccccc23)N1C(=O)c1ccccc1 (stereo not drawn),?,-3,6
Cc1c(C(=O)NN2CCOCC2)cccc1[N+](=O)[O-],-3,2,0
CC(C)CN1CC(C)C(=O)NC1=S (stereo not drawn),-7,-1,0
Cc1cc(C)c(-c2c(O)c3cccnc3n(C)c2=O)c(C)c1,25,8,1
C=CCN1c2ccccc2[C@]23C[C@@H](C(=O)OC)N(C(=O)NC4CCCC4)C2=NC(C(=O)OC)=C(C(=O)OC)[C@H]13,16,-13,4
O=C(O)c1ccc(C=NN=Cc2ccco2)cc1,8,9,39
COC(=O)C(C(=O)OC)[C@@H]1C=C[C@H](C[N+](=O)[O-])N(C(C)=O)C1,3,3,10
Cc1cc(C)nc(SCCN2CCCCC2)n1,4,-8,-8
CCOc1ccc(OCC(=O)OCC(=O)N2CCN(S(=O)(=O)c3ccc(C)cc3C)CC2)cc1,10,-3,-2
COc1ccc(CCNc2nc(C)cc(=O)[nH]2)cc1OC,14,-3,18
O=S(Cc1ccccc1)Cc1ccccc1,10,-1,-8
COc1ccc(CNC(=O)c2ccc(N3CCC4(CC3)CC(c3ccc(Cl)cc3)=NO4)c(NC(=O)c3ccccc3)c2)cc1,-5,-26,-1

# Next part.
SMILES,Giardia killer,KCNH2 3.1 block,KCNH2 WT inh
O=C(CCSCCC(=O)NN=Cc1ccccc1O)NN=Cc1ccccc1O,-9,3,-3
CCN(CC)CCCN1C(=O)C(=O)/C(=C(/O)c2c(C)nc3ccccn23)C1c1ccc(C)o1 (stereo not drawn),-9,9,-8
CCc1ccccc1-n1ncc(C(=O)Nc2ccc(OC)cc2)c1C,14,0,12
CC(=O)OC1C(=O)N(Cc2ccccc2)C1c1ccc(C)cc1 (stereo not drawn),3,5,6
Cc1csc(NC(=O)c2cccnc2Cl)n1,22,-2,-8
O=C(c1ccc2c(c1)C(=O)N(c1ccc(Cl)cc1)C2=O)N1CCN(c2ccccn2)CC1,5,-14,4
Cc1nc2cc(C)c(C)cc2o1,-1,-14,-2
CN(C)CC/C=C1\c2ccc(F)cc2Sc2cc(F)c(Cl)cc21,12,-26,23

# This is a subset. The share of hits here may be higher or lower than overall.
